# MPTP block: inhibitors of mitochondrial permeability transition pore. isolated mouse mitochondria, Ca2+ swelling absorbance, 30 min. inhibition, % at 10 µM. 360,000 tested, 1.4% active;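 active = inhibition of 50% or more, scaled per plate between neutral and stimulator controls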;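 also: 0% = DMSO wells given calcium and 100% = 1 mM EGTA wells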
# SENP6 inh: inhibitors of human SENP6 protease; inhibition, % at 10 µM; Recombinant SENP6 catalytic domain, aminoluciferin luminescence; Q9GZR1; 330,000 tested, 1.8% active;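 active = inhibition above about 50% at the single tested dose, limit read from the data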;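 also: plate controls were DMSO wells with enzyme for no effect and DMSO wells lacking enzyme for full effect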
# NR3A LBD binder: modulators (binders) of human NR3A ligand-binding domain; NR3A LBD differential scanning fluorimetry, Tm shift; 0% = protein alone, 100% = glycine-bound protein; Tm shift relative to glycine control, % at 25 µM; 340,000 tested, 2.5% active; AID 1259313;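 active = melting temperature shift of at least 10% of the positive control shift, at one fixed dose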
# PfG6PD inh: PfG6PD (Plasmodium falciparum) enzyme inhibition; PfGluPho enzyme, NADPH resazurin-diaphorase fluorescence; inhibition, % at 20 µM; 350,000 tested, 0.78% active;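 active = inhibition reaching at least a set limit at 20 µM in the primary screen, cut at about 59% in these data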;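 also: 0% = DMSO wells with substrate and 100% = DMSO wells lacking glucose-6-phosphate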
# HKDC1 inhibitor: HKDC1 (human) hexokinase inhibition; AID 493160; recombinant HKDC1, G6PDH/diaphorase resazurin coupled fluorescence; 340,000 tested, 0.16% active; inhibition, % at 20 µM;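 active = inhibition above about 35% when tested at 20 µM, limit read from the data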;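 also: plate controls were DMSO wells with enzyme for no effect and DMSO wells lacking enzyme for full effect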
#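 Test system: recombinant HKDC1 (HK5) hexokinase enzyme, produced in-house; Amount: enzyme 5 µg/mL final; Buffer or medium: Tris pH 8.0 buffer with MgCl2, Tween-20, BSA, BME; Reagent: glucose and ATP substrates; Doses: 20 µM test compound, 1% DMSO; Incubation: 90 min reaction incubation at room temperature, dark; Detection: resorufin fluorescence at 613 nm.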
# ATG4B inhibitor: blocks human ATG4B protease cleavage of LC3 substrate | Q9Y4P1 | ATG4B cleavage of LC3-PLA2, NBD-HPC fluorescence, 1 h | 340,000 tested, 0.51% active | inhibition, % at 8.33 µM; in the data active = inhibition above about 40%
# Target sequence (Q9Y4P1 whole entry, looked up): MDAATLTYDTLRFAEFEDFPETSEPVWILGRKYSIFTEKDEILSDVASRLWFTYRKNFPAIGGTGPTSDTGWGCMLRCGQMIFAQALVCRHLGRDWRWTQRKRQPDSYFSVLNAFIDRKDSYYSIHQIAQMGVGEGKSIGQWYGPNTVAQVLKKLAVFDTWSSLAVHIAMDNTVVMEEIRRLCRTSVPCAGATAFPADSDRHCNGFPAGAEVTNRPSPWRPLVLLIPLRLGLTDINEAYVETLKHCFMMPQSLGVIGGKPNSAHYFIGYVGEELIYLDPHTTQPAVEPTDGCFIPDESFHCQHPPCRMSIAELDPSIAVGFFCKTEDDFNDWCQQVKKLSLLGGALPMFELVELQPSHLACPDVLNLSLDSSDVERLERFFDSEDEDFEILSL
# SENP8 block: blocks human SENP8 cleavage of Nedd8 substrate; 360,000 tested, 0.64% active; inhibition, % at 20 µM; recombinant SENP8, Nedd8 substrate fluorescence; Q96LD8; in the data active = inhibition mostly above about 40%, no sharp cut-off; inactive = mostly below about 27%
# Target sequence (Q96LD8 whole entry, looked up): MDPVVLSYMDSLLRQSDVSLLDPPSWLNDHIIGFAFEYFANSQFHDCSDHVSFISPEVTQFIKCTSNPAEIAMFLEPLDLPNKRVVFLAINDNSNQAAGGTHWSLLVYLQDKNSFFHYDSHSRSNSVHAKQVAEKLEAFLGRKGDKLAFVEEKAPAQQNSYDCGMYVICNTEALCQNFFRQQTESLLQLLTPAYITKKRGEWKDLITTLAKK
# SENP7 block: inhibitors of human SENP7 protease. 330,000 tested, 1.5% active. inhibition, % at 5 µM. recombinant SENP7, Z-RLRGG-aminoluciferin luminescence, 40 min. AID 434973. Q9BQF6;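 active = inhibition above about 50% at the single test dose, limit read from the data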;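 also: plate controls were DMSO with enzyme for no effect and no enzyme buffer wells for full effect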
# Target sequence (Q9BQF6 706-1050 limits assumed): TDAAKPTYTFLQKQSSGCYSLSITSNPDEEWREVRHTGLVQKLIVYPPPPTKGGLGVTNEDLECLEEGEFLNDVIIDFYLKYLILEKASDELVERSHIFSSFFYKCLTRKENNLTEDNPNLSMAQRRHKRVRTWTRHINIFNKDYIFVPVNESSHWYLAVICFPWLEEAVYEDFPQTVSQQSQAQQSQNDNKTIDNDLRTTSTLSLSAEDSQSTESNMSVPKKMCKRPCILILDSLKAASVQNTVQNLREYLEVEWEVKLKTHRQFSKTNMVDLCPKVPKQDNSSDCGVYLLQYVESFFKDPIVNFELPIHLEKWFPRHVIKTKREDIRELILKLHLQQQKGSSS
# An asterisk follows results filed as active; / = no result given. Rows were taken by chance; any-hit rate near 6.9%.
no.	SMILES	MPTP block	SENP6 inh	NR3A LBD binder	PfG6PD inh	HKDC1 inhibitor	ATG4B inhibitor	SENP8 block	SENP7 block
1	COc1ccc(-n2ccc(=O)c3c2CCCC3=O)cc1	-1.5	-19	0	-2	-1	4	-54	5
2	O=C(CN1C(=O)C2CC=CCC2C1=O)NC1=NCCS1 (stereo unspecified)	-1.2	-8	0	-16	3	-4	28	-5
3	O=C1C2CCCCC2C(=O)N1c1ccc(S(=O)(=O)Nc2ncccn2)cc1 (stereo unspecified)	0.1	19	2	-14	2	-1	-10	-1
4	CN(Cc1ccon1)C(=O)CCc1nnc(Cc2ccc(-c3ccccc3)cc2)o1	0.0	8	0	2	-7	-6	-3	-2
5	COc1ccccc1-c1cc(N)n(S(=O)(=O)c2ccc(F)c(C)c2)n1	2.3	1	-6	-3	6	6	-1	-1
6	CCc1sc(N(C(=O)Cc2ccccc2)c2cccc(F)c2)nc1-c1ccc(C)cc1	6.7	-3	1	4	1	5	12	2
7	CC(C)n1nc(C(=O)Nc2ccc(-n3cnnn3)cc2)c2ccccc2c1=O	-1.7	1	-3	1	-3	5	-4	1
8	N#CC(C#N)=C1C=C2C=C(N3CCCCC3)CCC2CC1 (stereo unspecified)	/	/	21*	-18	7	-274	/	/
9	O=C(NCCN1CCOCC1)c1c(Cl)cccc1Cl	0.7	5	2	-3	-1	-1	16	6
10	COc1cccc(NS(=O)(=O)c2ccc3[nH]cc(C(=O)N(C)Cc4ccco4)c(=O)c3c2)c1	-0.9	4	1	-21	-6	-9	-92	5
11	COC(=O)c1cc2c(cc1Cl)SC(=NCCCN1CCOCC1)NS2(=O)=O	-0.7	-5	1	16	0	-17	15	2
12	O=C(O)C1=C[C@@H](c2ccc(C(F)(F)F)cc2)C[C@@H](OCCCCO)O1	-0.9	-7	-1	-2	2	-3	3	-9
13	CCCCNc1ncnc2c1cnn2-c1ccc(C)cc1C	-0.4	9	-2	13	2	6	8	-15
14	Cc1[nH]c2ccccc2c1C(=O)NS(=O)(=O)Nc1ccc(Cl)cc1	-1.7	5	-3	3	-3	-9	-2	0
15	CCOc1ccc(C(=O)N(Cc2ccc(OC)cc2)Cc2cc3cc(OC)ccc3[nH]c2=O)cc1	-2.4	-17	6	-27	-6	12	-279	-7
16	CCCc1nc2ccccc2n1CCc1ccccc1	2.1	7	-2	-5	-2	13	6	0
17	CCn1c(N2CCC(C)CC2)nc2c1c(=O)n(C)c(=O)n2C	-1.2	-12	0	11	-2	19	18	-8
18	O=C(NCc1ccccc1)c1onc(CS(=O)(=O)c2ccccn2)c1C(=O)NCc1ccccc1	-1.5	-14	5	5	-4	-2	5	10
19	CCOC(=O)c1c(C)[nH]c(C(=O)CSc2nnnn2-c2ccc(C)cc2)c1C	-2.2	2	2	0	-10	2	8	5
20	CC(C)[C@H](NC(=O)c1ccccc1)C(=O)OCC(=O)N1CCN(C(=O)c2ccco2)CC1	-1.2	-6	-2	-9	-1	-11	8	3
21	Cc1ccc(CN2CCN(Cc3cnc(N4CCOCC4)s3)CC2CCO)cc1 (stereo unspecified)	2.1	-3	1	19	-5	-5	16	-9
22	COCc1nc(-c2ccc(-c3ccc(C)cc3)nc2OC)no1	1.5	7	2	17	1	-19	-264	6
23	COc1ccc(Cl)cc1C(=O)Nn1c(-c2cccs2)nc2ccccc2c1=O	5.0	5	-2	-5	-2	12	-2	9
24	Cc1[nH]c(C)c(S(=O)(=O)N2CCc3ccccc32)c1C(=O)N1CCCCC1	-2.1	0	-2	4	2	-1	6	2
25	Cc1cccc(OC(C)C(=O)OCC(=O)Nc2sccc2C(N)=O)c1 (stereo unspecified)	-1.1	-4	-2	8	-2	-8	-7	-2
26	Cc1cc(/C=C(\C#N)C(=O)Nc2ccccc2)c(C)n1-c1ccc2c(c1)OCO2	1.1	4	-1	4	-8	33	-179	-2
27	CCN(CC)S(=O)(=O)c1cccc(C(=O)N/N=C2\CCCC(=O)C2)c1	1.0	-15	-2	-5	-1	-6	3	10
28	CCN1C(=O)CS/C1=N\S(=O)(=O)c1ccc(C)cc1	0.2	1	1	-10	2	0	6	-5
29	COc1ccc(NC(=O)c2cc(Br)c(Br)s2)cn1	15	-24	-7	12	4	3	24	3
30	O=C(Oc1cncc(Cl)c1)c1sccc1Cl	1.6	-16	-2	-9	11	98*	13	1
31	C=CCOc1ccccc1C1C2=C(CC(C)(C)CC2=O)Nc2c1c(=O)n(C)c(=O)n2C (stereo unspecified)	-4.3	-10	1	11	-4	-4	-390	7
32	Cc1ccnc(NC(=O)c2cc(S(=O)(=O)N3CCCCC3)ccc2Cl)c1	-0.5	-4	2	-4	2	4	-318	8
33	COCc1n[nH]c(=S)n1-c1ccccc1	0.7	-6	0	22	4	-11	20	-8
34	CCCCOc1ccc(N(CC(=O)NCc2ccco2)C(=O)CCC(=O)Nc2nccs2)cc1	0.4	-3	-4	-21	-1	2	12	0
35	O=C(CCC1CCCC1)N1CCC(N2CCN(c3ccccc3)CC2)CC1	1.4	-2	2	6	-4	4	27	0
36	CCC(=O)N1N=C(c2ccc(NS(C)(=O)=O)cc2)CC1c1ccc(N(C)C)cc1 (stereo unspecified)	-0.2	-3	-2	14	-11	12	-324	10

# Laid out differently: four of the compounds above
# Values in the order – MPTP block, SENP6 inh, NR3A LBD binder, PfG6PD inh, HKDC1 inhibitor, ATG4B inhibitor, SENP8 block, SENP7 block
34. CCCCOc1ccc(N(CC(=O)NCc2ccco2)C(=O)CCC(=O)Nc2nccs2)cc1
    0.4, -3, -4, -21, -1, 2, 12, 0
9. O=C(NCCN1CCOCC1)c1c(Cl)cccc1Cl
    0.7, 5, 2, -3, -1, -1, 16, 6
30. O=C(Oc1cncc(Cl)c1)c1sccc1Cl
    1.6, -16, -2, -9, 11, 98*, 13, 1
32. Cc1ccnc(NC(=O)c2cc(S(=O)(=O)N3CCCCC3)ccc2Cl)c1
    -0.5, -4, 2, -4, 2, 4, -318, 8

# 3 compounds from above, ordered by the number in PfG6PD inh, lowest first.
item	Molecule	PfG6PD inh
27	CCN(CC)S(=O)(=O)c1cccc(C(=O)N/N=C2\CCCC(=O)C2)c1	-5
26	Cc1cc(/C=C(\C#N)C(=O)Nc2ccccc2)c(C)n1-c1ccc2c(c1)OCO2	4
25	Cc1cccc(OC(C)C(=O)OCC(=O)Nc2sccc2C(N)=O)c1 (stereo unspecified)	8

# Going on with the list:
no.	SMILES	MPTP block	SENP6 inh	NR3A LBD binder	PfG6PD inh	HKDC1 inhibitor	ATG4B inhibitor	SENP8 block	SENP7 block
37	Cc1cc(NC(=O)CSc2nnnn2C2CCCC2)no1	-1.0	7	-3	-7	10	-4	3	3
38	Cc1noc(C)c1CSc1nc2ccccc2c(=O)n1-c1ccc(F)cc1F	-1.5	22	0	10	4	59*	12	-2
39	CCOC(=O)c1c(-c2cccs2)csc1N	2.4	3	2	22	0	-2	1	-4
40	CC(C)=CC(=O)Nc1nnc(-c2ccc(F)cc2)s1	-0.8	-23	0	-11	7	7	-30	9
41	NC(=O)CSc1ncnc2c1oc1ccccc12	-1.5	-4	-1	-9	-3	11	5	14
42	COCC(=O)Nc1cc(C)c2c(=O)oc3ccccc3c2n1	-1.7	11	-1	10	-3	5	7	1
43	CCCCOc1ccc(-c2nnn(C(C)(C)C(=O)OC)n2)cc1	1.5	-6	4	19	5	2	6	4
44	O=C(C[n+]1cc(-c2ccc(Cl)c(Cl)c2)n2c1CCC2)OCc1ccccc1	-0.1	-13	-2	-13	4	7	26	-6
45	COc1ccc(/C=N\NC(=O)c2cc(OCC(F)(F)F)ccc2OCC(F)(F)F)cc1	-1.6	2	2	-24	-7	4	-23	10
46	COc1ccccc1C1C(C(=O)c2ccco2)=C(O)C(=O)N1c1cc(C)on1 (stereo unspecified)	-0.8	-13	0	23	-1	-6	-11	2
47	Cn1c(=O)c2c(nc(N3CCOCC3)n2CCNC2=NCCC2)n(C)c1=O	-1.5	6	1	-6	-8	-13	20	10
48	Cc1ccc(N(CC(=O)NC2CCCCC2)C(=O)c2ccc(C)s2)cc1	0.2	-12	0	-11	-6	-14	15	-1
49	O=C(N/N=C/c1cccnc1)c1cccc(NC(=O)c2cccc(Br)c2)c1	-0.2	-20	-13	-7	1	-4	10	-6
50	CC(C)OC(=O)c1cc(=O)[nH]c2ccccc12	0.5	6	1	-8	0	-18	-263	3
51	CC1=Nc2ccccc2N=C(NC(=O)/C=C/C(=O)O)C1c1ccccc1 (stereo unspecified)	1.8	-8	-1	19	4	8	-65	1
52	Cc1ccsc1/C=c1\sc2ncnn2c1=O	0.0	14	-1	4	-9	-6	17	7
53	CC(C)NS(=O)(=O)c1ccc(OCC(N)=O)c(Cl)c1	-1.2	-12	0	-8	-6	-3	16	-5
54	COC(=O)c1c(C)[nH]c(C(=O)OCC(=O)NC(C)(C)C)c1C	0.7	1	-1	-16	-8	-8	-13	3
55	O=C(COC(=O)Cc1ccc(Br)cc1)NCC1CCCO1 (stereo unspecified)	-0.9	7	0	3	-5	3	16	-2
56	Nc1nc(SCC(=O)Nc2ccc(Br)cc2Br)n[nH]1	0.1	0	3	-9	-2	-3	-5	10
57	CCN(CC)CCn1c(NS(=O)(=O)c2ccc(C)cc2)nc2ccccc21	-0.2	4	1	-10	-2	-5	12	3
58	COc1ccc(Cl)cc1NC(=O)CN(C)CC(=O)Nc1cc(OC)c(OC)c(OC)c1	0.6	-32	-1	4	-4	-9	10	-4
59	CCOC(=O)C1CCCN(C(=O)c2cccc(S(=O)(=O)N(C)c3ccc(C)cc3)c2)C1 (stereo unspecified)	-0.3	-17	-1	-1	-4	-2	11	-5
60	CCC(C)[C@H]1CN=C(N)N1CCCc1cc(OC)c(OC)c(OC)c1 (stereo partly specified)	0.9	-2	1	2	-4	-1	11	1
61	CCOc1cc(/C=C(/NC(C)=O)C(=O)O)cc(Cl)c1OCc1cccc(Br)c1	1.8	-4	-1	-37	5	11	25	-3

# Full records, looked up by structure. Values in the order: MPTP block	SENP6 inh	NR3A LBD binder	PfG6PD inh	HKDC1 inhibitor	ATG4B inhibitor	SENP8 block	SENP7 block
# CCC(C)[C@H]1CN=C(N)N1CCCc1cc(OC)c(OC)c(OC)c1 (stereo partly specified) reads 0.9	-2	1	2	-4	-1	11	1
# COC(=O)c1c(C)[nH]c(C(=O)OCC(=O)NC(C)(C)C)c1C reads 0.7	1	-1	-16	-8	-8	-13	3
# CCOc1cc(/C=C(/NC(C)=O)C(=O)O)cc(Cl)c1OCc1cccc(Br)c1 reads 1.8	-4	-1	-37	5	11	25	-3
# O=C(COC(=O)Cc1ccc(Br)cc1)NCC1CCCO1 (stereo unspecified) reads -0.9	7	0	3	-5	3	16	-2
# CC(C)NS(=O)(=O)c1ccc(OCC(N)=O)c(Cl)c1 reads -1.2	-12	0	-8	-6	-3	16	-5

# Assay outcomes deposited in PubChem BioAssay by Sanford-Burnham Center for Chemical Genomics.
